Bioassay records (PubChem)
PfHsp90 set2: growth inhibition of yeast expressing Plasmodium Hsp90. S. cerevisiae expressing PfHsp90, BacTiter-Glo ATP, 48 h; yeast lacking PDR1 and PDR3 efflux regulators. inhibition, % at 9.4 µM. 310,000 compounds, 0.32% hits. AID 504621;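 active means every replicate shows inhibition above about 80%, whatever the replicate mean, limit read from the data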;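 further: 0% = DMSO neutral controls and 100% = 20 µM radicicol positive controls; yeast relying on Plasmodium falciparum Hsp90 in place of its own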
MOR-DOR inv ag: inverse agonists of human mu-delta opioid receptor heterodimerization | cell-based MOR-DOR heterodimer luminescence, inverse agonism | inhibition, % at 9.3 µM | 340,000 compounds, 0.21% hits; in the data active means inhibition above about 22%, passing the limit was not always enough;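 further: 0% = cells with DMSO and 100% = wells without cells with DMSO; values of inactives mirror those of a sister screen read the other way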
Target sequence (P35372 whole entry, looked up): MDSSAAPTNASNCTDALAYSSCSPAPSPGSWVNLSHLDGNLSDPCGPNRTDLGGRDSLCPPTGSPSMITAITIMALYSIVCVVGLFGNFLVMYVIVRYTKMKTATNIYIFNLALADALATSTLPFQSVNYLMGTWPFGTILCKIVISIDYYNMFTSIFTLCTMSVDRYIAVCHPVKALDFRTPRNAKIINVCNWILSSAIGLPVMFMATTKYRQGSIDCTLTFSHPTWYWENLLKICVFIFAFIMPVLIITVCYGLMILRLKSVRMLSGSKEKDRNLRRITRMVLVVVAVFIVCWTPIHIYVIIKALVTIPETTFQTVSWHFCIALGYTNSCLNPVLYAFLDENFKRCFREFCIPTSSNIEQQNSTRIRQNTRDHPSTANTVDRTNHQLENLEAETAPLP
Target sequence (P41143 whole entry, looked up): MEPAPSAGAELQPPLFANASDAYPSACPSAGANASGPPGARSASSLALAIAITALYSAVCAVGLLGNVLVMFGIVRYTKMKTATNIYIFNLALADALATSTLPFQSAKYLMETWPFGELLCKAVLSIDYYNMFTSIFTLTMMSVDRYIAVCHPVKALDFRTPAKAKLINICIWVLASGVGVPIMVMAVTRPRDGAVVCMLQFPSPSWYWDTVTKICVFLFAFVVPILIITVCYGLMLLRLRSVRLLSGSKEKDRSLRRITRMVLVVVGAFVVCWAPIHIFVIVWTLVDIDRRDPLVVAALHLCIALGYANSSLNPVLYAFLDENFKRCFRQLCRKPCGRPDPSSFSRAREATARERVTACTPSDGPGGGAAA
AddAB inh: less growth of phage-infected E. coli with AddAB. E. coli expressing H. pylori AddAB, absorbance growth. AID 435030. inhibition, % at 11.9 µM. 330,000 compounds, 0.29% hits; in the data active means inhibition above about 12%;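 further: 0% = vehicle wells of infected cells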
MOR-DOR ag: agonists of human mu-delta opioid receptor heterodimerization. activation, % at 9.3 µM. P35372+P41143. 340,000 compounds, 0.3% hits. cells, OPRM1-OPRD1 heterodimerization, luminescence. AID 504326; in the data active means activation above about 18%;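 further: 0% = vehicle-treated cells and 100% = reference agonist; values of inactives mirror those of a sister screen read the other way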
Tat transport: E. coli Tat transport inhibition. E. coli MC4100 TorA-mCherry Tat export, fluorescence. inhibition, % at 10 µM. 340,000 compounds, 0.036% hits;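 active means mean replicate inhibition at least 50% and at least half of replicates individually reaching 50%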;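 further: exported cargo escapes ClpAP degradation while cytoplasmic cargo is degraded and loses fluorescence; 0% = median of neutral control wells and 100% = median of NaSCN control wells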
Arrestin-AP2 inh: inhibitors of human beta-arrestin and AP2 interaction; FITC-arrestin peptide / GST-AP2 beads, flow cytometry; AP2 beta2 appendage carries R879A mutation; inhibition, % at 10 µM; 340,000 compounds, 0.31% hits; AID 504490;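 active means inhibition above a set limit, near 3 SD of compounds lacking own fluorescence, cut at about 54% in these data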;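 further: plate controls were DMSO wells for no effect and 5 µM unlabelled arrestin peptide for full effect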
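test system = AP2 appendage R879A on GSH beads | buffer or medium = PBS plus Tween 20 (0.05%) and BSA (0.1%) | incubation = 12 min plus 1 h, RT | detection = bead flow cytometry, FITC channel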
DSG3 Ab inh: human desmoglein-3 autoantibody binding inhibition; P32926; DSG3-coupled beads, scFv-anti-DSG3-GFP binding, flow cytometry; stronger effect = lower value; binding (percent of control), % at 10 µM; 310,000 compounds, 0.48% hits; AID 588358;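 active means binding more than 3 SD below its plate's average and above zero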;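 further: hits lower antibody fragment binding to DSG3; some compounds called inactive have numbers as strong as hits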
phage Ecoli inh: E. coli growth loss with phage present. growth absorbance. inhibition, % at 11.9 µM. 360,000 compounds, 0.26% hits; in the data active means inhibition above about 11%
Mot1-301 SUMO: inhibitors of SUMOylation pathway: yeast Mot1-301 growth rescue; S. cerevisiae Mot1-301 growth rescue, ATP luminescence, 38.5C; percent above DMSO median, 100 means doubled; growth rescue, % at 18.8 µM; 320,000 compounds, 1% hits; AID 2716;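 active means every valid replicate shows activation above 250% relative to neutral control wells; inactive means the rest, any valid replicate at or below 250%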;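 further: OY570 slx delta 5 strain wells were the positive control but not used for scaling; some compounds called inactive have numbers as strong as hits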
E coli growth: reduces bacterial viability in AddAB counter-screen; 330,000 compounds, 0.27% hits; E. coli V3065 growth, OD600 absorbance, 18 h; inhibition, % at 11.9 µM;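 active means inhibition above the campaign's mean inhibition across all tested compounds plus 3 SD, cut at about 9.9% in these data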;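 further: uninfected addAB+ strain grown without phage in ampicillin broth; 0% = DMSO wells and 100% = ciprofloxacin 0.95 µg/ml wells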
PKA-R1A activ: activates the PKA-R1A holoenzyme complex. 340,000 compounds, 0.083% hits. AID 504707. PKA-R1A dissociation, Cy5-IP20 fluorescence polarization; scaled: DMSO 0%, 113 µM cGMP 100%. activation, % at 11.4 µM;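 active means percent activation above the mean of all tested compounds plus 3 SD, cut at about 19% in these data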;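 further: higher means more PKAc released from R1A so a rise in polarization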
The depositor's hits bear a star; · = not tested or not shown; & = joins results of further samples. Rows were taken by chance; overall some 2.8% were active at least once.

SMILES	PfHsp90 set2	MOR-DOR inv ag	AddAB inh	MOR-DOR ag	Tat transport	Arrestin-AP2 inh	DSG3 Ab inh	phage Ecoli inh	Mot1-301 SUMO	E coli growth	PKA-R1A activ
CCn1c(-c2ccc(N(C)C)cc2)nc2ccccc21	-114	3	2.6	-0.7	6	18	·	1.8	8	1.8	-2
COc1ccccc1C(=O)OCC(=O)NC1CCCC1	36	12	-0.7	-2.6	-7	-165	·	2.8	-8	-1.9	4
CCOc1ccc(C(=O)NCC(=O)NCC(c2ccco2)N2CCCCC2)cc1 (centres undefined)	2	12	-1.2	-3.2	1	-2	108	1.1	-7	-0.3	0
Cc1cc(N2CCOCC2)n2nc(C)c(-c3ccc(Cl)cc3)c2n1	13	8	0.0	-1.6	-7	-11	105	2.2	26	-0.2	0
Nc1n[nH]c2cc(=O)n(-c3ccc(Cl)cc3)nc12	0	8	0.7	-1.1	-4	·	107	3.8	-11	-2.3	9
O=C(Nc1ccccc1)C1CCCCC1	13	-1	4.1	0.1	1	3	103	1.5	-5	-0.2	-4
CC(C)(C)c1ccc(C(=O)N2CCC(C(=O)N3CCCCC3)CC2)cc1	-5	6	2.8	-1.0	6	19	93	1.7	-3	-1.1	-3
CCN(CCn1cccn1)Cc1cn[nH]c1-c1cccc2ccccc12	-7	15	2.0	-2.7	0	-8	98	1.6	17	1.8	-6
O=C(O)C1=CC[C@@H](c2ccc(Cl)cc2)N(S(=O)(=O)c2ccc(Cl)cc2)[C@H]1c1ccc(Br)cc1	-75	7	0.0	-1.4	17	24	99	3.4	·	-1.8	0
Cc1nonc1CN(C)C(=O)CC1C(=O)NCCN1Cc1cccc(C(F)(F)F)c1 (centres undefined)	-1	14	-0.9	-2.7	-8	32	102	4.2	-9	-0.4	-3
COc1ccc(NC(=O)c2c3c(nc4ccccc24)CCN(Cc2ccccc2)C3)c(OC)c1	-20	2	-0.3	-0.4	1	-4	96	1.6	174	-1.6	-4
CC(C)c1ccc(OCC(O)CN2CCN(c3ccccn3)CC2)cc1 (centres undefined)	-6	-1	3.7	0.2	-8	-4	95	1.5	65	2.9	-3
CC(C)NC(=S)NN=C1CCCCCCCCCCC1	-33	-16	-3.2	3.5	4	-7	·	4.3	3	-0.9	-4
CCOc1ccc(-c2noc(CCC(=O)NC3CCCC3)n2)cc1OC	-8	3	2.1	-0.5	-3	-9	·	0.1	61	3.0	-12
COc1ccc(S(=O)(=O)N2CCC(C(=O)NCCC3=CCCCC3)CC2)cc1C	-14	-9	-2.7	1.5	9	-5	106	1.2	2	-2.5	2
COc1ccc(C(=O)NC=C2C(=O)OC(C)(C)OC2=O)cc1	-5	14	5.4	-2.8	0	-16	108	7.2	32	1.2	4
OC(CNCC#Cc1ccccc1)c1ccccc1 (centres undefined)	-24	4	1.1	-0.7	12	-14	92	3.2	19	1.6	-7
COc1ccc(NS(=O)(=O)c2c(C)n(C)c(=O)n(C)c2=O)cc1	3	11	-2.7	-2.0	-11	3	105	-1.3	9	-1.7	-5
Cc1sc2ncnc(N3CCC(C(=O)Nc4ccc(Br)cc4Br)CC3)c2c1C	0	0	0.7	0.1	-5	40	110	0.7	11	0.6	-8
CCCCn1cnc2cc(C)c(C)cc21	4	10	0.3	-2.0	7	30	103	0.0	2	-0.1	3
Cc1cc(-c2ccc(C(C)C)c(S(=O)(=O)Nc3ccccn3)c2)on1	2	10	1.1	-1.9	0	-2	102	0.6	30	0.6	5
CC(C)C(=O)N1CCN(c2ccccc2NC(=O)c2ccc([N+](=O)[O-])o2)CC1	23	-14	5.7	2.6	4	-2	109	1.8	-5	-0.3	-2
CCOc1ccc(C2N(c3ccc(F)cc3)C(=O)C3CCCN32)cc1 (centres undefined)	8	9	1.1	-1.7	-11	4	118	1.5	-15	-0.9	0
Cn1c(=O)cc(OCC(=O)NCc2cccs2)c2ccccc21	-10	3	6.4	-0.4	-3	4	98	5.9	-3	0.1	13

Structural class, the compounds so far containing fluorine.
SMILES	PfHsp90 set2	MOR-DOR inv ag	AddAB inh	MOR-DOR ag	Tat transport	Arrestin-AP2 inh	DSG3 Ab inh	phage Ecoli inh	Mot1-301 SUMO	E coli growth	PKA-R1A activ
Cc1nonc1CN(C)C(=O)CC1C(=O)NCCN1Cc1cccc(C(F)(F)F)c1 (centres undefined)	-1	14	-0.9	-2.7	-8	32	102	4.2	-9	-0.4	-3
CCOc1ccc(C2N(c3ccc(F)cc3)C(=O)C3CCCN32)cc1 (centres undefined)	8	9	1.1	-1.7	-11	4	118	1.5	-15	-0.9	0

(next part)
SMILES	PfHsp90 set2	MOR-DOR inv ag	AddAB inh	MOR-DOR ag	Tat transport	Arrestin-AP2 inh	DSG3 Ab inh	phage Ecoli inh	Mot1-301 SUMO	E coli growth	PKA-R1A activ
N#CCC(=O)NC(=O)NCC1CC1	12	13	1.1	-2.2	-5	-6	101	2.6	-12	-0.7	4
CCCCn1nnnc1NCc1cc(OC)c(OC)c(OC)c1	-4	-6	2.7	1.0	-2	14	106	3.9	-12	3.3	2
O=C(/C=C/c1ccco1)OCC1CCCN2CCCCC12 (centres undefined)	-2	-4	0.2	0.8	-5	7	106	3.5	3	-0.9	12
COc1cc2nc(CC(C)C)n(NC(=O)c3ccccc3Br)c(=O)c2cc1OC	11	15	1.2	-3.1	3	3	115	3.5	11	-3.4	1
O=C(c1ccc(F)cc1)N(C(=O)c1ccc(F)cc1)c1ncccn1	-34	19	3.1	-3.8	4	9	107	4.4	132	-3.1	-4
O=C(Nc1ccc(Cl)cc1)Nc1nnc(CSc2ccc(Cl)cc2)s1	1	1	2.3	-0.2	-1	-8	89	2.6	-17	2.4	3
COc1cc(C(=O)N2CCN(C3CCCCC3)CC2)cc(OC)c1OC	15	10	1.2	-2.1	-8	-3	104	3.4	118	-0.8	3
Cc1onc(-c2ccccc2Cl)c1C(=O)N1C=CC(C(F)(F)Cl)=NCC1	-13	0	1.7	-0.1	-3	1	96	-1.2	1	-1.6	3
O=S(=O)(Nc1nc2ccccc2nc1Cl)c1ccccc1	-5	-2	5.4	0.3	16	4	87	3.6	-11	-1.1	1
Cc1ccccc1CSc1nc(-c2ccccc2)cc(=O)[nH]1	15	19	2.5	-3.1	1	-5	100	0.7	-3	0.7	1
COc1ccc2c(c1)c1ncn(Cc3ccco3)c(=O)c1n2C	·	10	2.6	-1.7	2	1	100	3.4	·	-0.7	5
Brc1ccc(/C=N/c2nc3ccccc3n2CCN2CCOCC2)cc1	-7	·	1.8	·	-13	-1	100	0.9	-3	-0.8	-7
COc1cccc(-c2ncc3ccccc3c2COC(=O)c2ccc(C(C)(C)C)cc2)c1	33	4	0.6	-0.8	-11	34	97	2.6	12	-1.2	-7
Cc1ncc([N+](=O)[O-])n1CC(=O)Nc1ccccc1F	3	-4	5.7	0.8	1	21	103	0.9	-10	-0.6	-2
CNC(=O)Oc1ccc2c(c1)[C@]1(C)CCN(C)C1N2C (some centres undefined)	-3	0	-0.6&-1.3	0.0	0	22	94	4.5	2&5	1.2&-0.8	-10
O=C(C1CC1)N1CCc2cc(S(=O)(=O)NC3CCN(Cc4ccccc4)CC3)ccc21	-5	3	4.2	-0.5	-7	3	104	4.4	82	1.5	13
O=C(COC(=O)/C=C/c1ccc(OC(F)F)cc1)NC(=O)NCc1ccccc1	-27	4	1.6	-1.1	6	-2	104	1.5	-8	-1.6	2
COc1ccc(-c2c(-c3cc(OC)cc(OC)c3)n(C)c3ccc(-c4cc(F)cc(OC)c4)cc23)cc1	-8	9	2.2	-1.6	2	9	100	0.6	-2	-1.1	-8
Cc1cc(C)c(NC(=O)C2CC(=O)N(c3ccc4c(c3)OCCO4)C2)c(C)c1 (centres undefined)	-41	7	-0.7	-1.4	9	13	·	0.2	10	-3.4	-1
COc1ccc(C)cc1NC(=O)COC(=O)C1CCN(C(=O)c2ccc(Cl)cc2)CC1	-30	4	5.6	-0.8	-6	-20	100	2.2	-20	2.5	-2
O=S(=O)(Nc1nc2ccccc2[nH]1)c1ccc2ccccc2c1	6	10	4.0	-1.7	-10	15	100	·	5	-1.4	-8
COc1cc(OC)cc(C(=O)NCC(=O)N2CCCCC2)c1	·	6	0.8	-1.2	9	24	100	0.0	-26	0.2	-2
Cc1cc(C(=O)CSCCCn2c(=O)[nH]c3ccccc32)c(C)n1C	7	-3	2.2	0.6	6	23	98	-0.9	-27	-0.1	-10
CC(O)CNCc1cccc2ccccc12 (centres undefined)	-14	3	0.3	-0.5	-2	9	94	2.6	198	0.8	-2
O=C(Nc1ccc([N+](=O)[O-])cc1)N1CCc2ccccc2C1	7	14	2.3	-3.0	-1	5	94	2.7	9	2.4	-11

Grouped by structure, the entries above with four or more nitrogen atoms.
SMILES	PfHsp90 set2	MOR-DOR inv ag	AddAB inh	MOR-DOR ag	Tat transport	Arrestin-AP2 inh	DSG3 Ab inh	phage Ecoli inh	Mot1-301 SUMO	E coli growth	PKA-R1A activ
Cc1cc(N2CCOCC2)n2nc(C)c(-c3ccc(Cl)cc3)c2n1	13	8	0.0	-1.6	-7	-11	105	2.2	26	-0.2	0
Nc1n[nH]c2cc(=O)n(-c3ccc(Cl)cc3)nc12	0	8	0.7	-1.1	-4	·	107	3.8	-11	-2.3	9
CCN(CCn1cccn1)Cc1cn[nH]c1-c1cccc2ccccc12	-7	15	2.0	-2.7	0	-8	98	1.6	17	1.8	-6
Cc1nonc1CN(C)C(=O)CC1C(=O)NCCN1Cc1cccc(C(F)(F)F)c1 (centres undefined)	-1	14	-0.9	-2.7	-8	32	102	4.2	-9	-0.4	-3
Cc1sc2ncnc(N3CCC(C(=O)Nc4ccc(Br)cc4Br)CC3)c2c1C	0	0	0.7	0.1	-5	40	110	0.7	11	0.6	-8
CC(C)C(=O)N1CCN(c2ccccc2NC(=O)c2ccc([N+](=O)[O-])o2)CC1	23	-14	5.7	2.6	4	-2	109	1.8	-5	-0.3	-2
CCCCn1nnnc1NCc1cc(OC)c(OC)c(OC)c1	-4	-6	2.7	1.0	-2	14	106	3.9	-12	3.3	2
O=C(Nc1ccc(Cl)cc1)Nc1nnc(CSc2ccc(Cl)cc2)s1	1	1	2.3	-0.2	-1	-8	89	2.6	-17	2.4	3
Brc1ccc(/C=N/c2nc3ccccc3n2CCN2CCOCC2)cc1	-7	·	1.8	·	-13	-1	100	0.9	-3	-0.8	-7
Cc1ncc([N+](=O)[O-])n1CC(=O)Nc1ccccc1F	3	-4	5.7	0.8	1	21	103	0.9	-10	-0.6	-2
